GLD-1 RNA inh: GLD-1-TGE RNA interaction inhibition (C. elegans) | inhibition, % at 5.96 µM | hit rate 0.44% among 320,000 | Q17339 | purified GLD-1 + fluorescein TGE RNA, fluorescence polarization;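 active means percent inhibition above a per-plate cutoff, the plate mean of test compounds plus 3 SD, cut at about 30% in these data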;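 further: 0% = DMSO wells with GLD-1 and probe and 100% = wells lacking GLD-1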
Target sequence (Q17339 whole entry, looked up): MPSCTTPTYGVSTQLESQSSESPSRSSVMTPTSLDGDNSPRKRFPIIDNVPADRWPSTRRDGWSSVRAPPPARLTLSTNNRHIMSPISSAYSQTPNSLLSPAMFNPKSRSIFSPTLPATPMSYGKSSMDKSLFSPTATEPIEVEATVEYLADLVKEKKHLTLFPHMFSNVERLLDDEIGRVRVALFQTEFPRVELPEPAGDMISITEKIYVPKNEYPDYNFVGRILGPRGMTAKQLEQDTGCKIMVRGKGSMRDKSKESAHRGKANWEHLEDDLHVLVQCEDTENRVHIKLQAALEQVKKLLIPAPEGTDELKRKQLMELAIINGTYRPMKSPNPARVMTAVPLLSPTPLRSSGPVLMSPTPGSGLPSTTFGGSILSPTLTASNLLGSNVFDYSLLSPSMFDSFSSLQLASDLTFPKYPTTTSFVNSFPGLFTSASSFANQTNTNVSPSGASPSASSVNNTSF
EBNA-1 inhibitor: blocks EBNA-1 binding to DNA; inhibition, % at 14.8 µM; hit rate 0.34% among 300,000; EBNA-1 DNA binding, fluorescence polarization; in the data active means inhibition above about 28%
CR mimetic SO: yeast age-related superoxide inhibition as caloric restriction mimetic; hit rate 0.18% among 330,000; S. cerevisiae aged cells, superoxide DHE fluorescence; hits give low values; superoxide response (% of plate mean), % at 10 µM;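 active means superoxide response under a set limit, about three screen SD below normal, cut at about 65% in these data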;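 further: yeast aged for seven days with compound at 30 °C before DHE staining; 100% = average MFI of all compound-treated wells on the plate with controls excluded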
ZTA DNA inh: ZTA (EBV) inhibition in EBNA-1 counter-screen. hit rate 0.15% among 320,000. ZTA-DNA binding, fluorescence polarization. inhibition, % at 11 µM. P03206; in the data active means inhibition above about 33%
Fam108B inh: Fam108B inhibition, counter-screen for RBBP9 inhibitors; hit rate 0.33% among 300,000; recombinant Fam108B, FP-Rh probe fluorescence polarization; inhibition, % at 9.51 µM; AID 1947;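 active means inhibition above the screen mean inhibition plus 3 SD, computed separately per campaign, cut at about 18% in these data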;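 further: inhibitors lower polarization as less probe binds the enzyme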
BCLXL inh: blocks human Bcl-xL binding to Bim BH3 peptide. Q07817. GST-Bcl-xL / FITC-Bim BH3 peptide fluorescence polarization. inhibition, % at 10.9 µM. hit rate 0.7% among 320,000. AID 2129;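 active means inhibition above the mean of all tested compounds plus 3 SD, cutoff set per campaign, cut at about 30% in these data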;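 further: 0% = DMSO wells and 100% = unlabeled Bim-BH3 peptide competitor; inhibitors lower millipolarization by displacing the labeled peptide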
MEX-5 binding: C. elegans MEX-5 TCR-2 RNA binding activity; Q9XUB2; MEX-5/FITC-TCR2 RNA binding, fluorescence polarization; hits give low values; activity score (negative = inhibition of binding), % at 10 µM; hit rate 0.38% among 300,000; AID 1832;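 active means inhibition past about -25% in most replicates, and total fluorescence under double the plate's negative control median, limit read from the data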;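 further: 0% = DMSO and -100% = 5 µM competing unlabeled TCR2 RNA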
Target sequence (Q9XUB2 whole entry, looked up): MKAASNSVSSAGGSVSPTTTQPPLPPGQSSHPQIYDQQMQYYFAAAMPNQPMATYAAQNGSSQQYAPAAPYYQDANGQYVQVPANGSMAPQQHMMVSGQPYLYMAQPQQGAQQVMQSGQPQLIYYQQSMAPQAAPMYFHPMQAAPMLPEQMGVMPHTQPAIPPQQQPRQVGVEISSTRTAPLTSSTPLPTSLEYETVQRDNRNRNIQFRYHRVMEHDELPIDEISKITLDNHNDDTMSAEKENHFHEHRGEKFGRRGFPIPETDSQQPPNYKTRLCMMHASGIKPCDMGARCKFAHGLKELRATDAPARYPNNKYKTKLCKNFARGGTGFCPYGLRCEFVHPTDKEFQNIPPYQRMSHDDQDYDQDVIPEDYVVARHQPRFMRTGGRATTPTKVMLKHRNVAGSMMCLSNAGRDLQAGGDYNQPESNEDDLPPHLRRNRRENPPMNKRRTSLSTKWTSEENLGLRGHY
Efflux pump inh: antifungal efflux pump inhibition, Nile Red retention | S. cerevisiae Candida pump triplex | inhibition, % at 10 µM | hit rate 0.44% among 330,000 | AID 485275;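 active means plate passing quality check with inhibition over a set limit, or well fluorescence over plate mean plus 4 SD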;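 further: Nile Red retained in pooled yeast measured as flow cytometry median fluorescence; 0% = buffer negative control and 100% = Enniatin B positive control; higher means more Nile Red kept so more efflux inhibition; some compounds called inactive have numbers as strong as hits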
MCL1-BIM inh: inhibitors of human MCL1 binding to BIM-BH3 peptide; Q07820; GST-MCL1 / FITC-Bim-BH3 fluorescence polarization; inhibition, % at 10.9 µM; hit rate 0.68% among 320,000; AID 2057;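 active means inhibition above the mean inhibition of all tested compounds plus 3 SD, set per campaign, cut at about 40% in these data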;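 further: 0% = DMSO wells and 100% = unlabeled Bim-BH3 peptide control; higher means more loss of mP so more displacement of Bim peptide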
The depositor's hits bear a star; nt = not tested or not shown.

SMILES | GLD-1 RNA inh | EBNA-1 inhibitor | CR mimetic SO | ZTA DNA inh | Fam108B inh | BCLXL inh | MEX-5 binding | Efflux pump inh | MCL1-BIM inh
O=C(O)CC/C(=N/NC(=O)CNC(=O)Cc1ccc(Cl)cc1)c1ccccc1 | -1 | 4 | 98 | 1 | 3 | 4 | 0.0 | 0.1 | 1
CN(CCC#N)C(=O)c1cc2c(Cl)nc3ccccc3c2s1 | -5 | 5 | 97 | 12 | 3 | 1 | 1.1 | -0.2 | 4
O=C(CSc1nc2ccccc2s1)NCc1ccc2c(c1)OCO2 | 1 | 8 | 92 | 3 | -1 | 4 | -0.3 | 0.1 | -2
Cc1ccsc1C=Nc1ccc(O)cc1 | 12 | -2 | 75 | 38* | 42* | 19 | -5.9 | 0.1 | 13
CC(=O)c1cc2c(cc1NC(=O)C1CCC1)OCO2 | 3 | 8 | 118 | -8 | -2 | 8 | 0.4 | 0.0 | 6
COc1cccc(Nc2ncc(C#N)c(N)n2)c1 | 2 | -3 | 98 | -4 | 2 | 5 | 0.6 | 0.2 | 19
COc1ccc(NC(=S)NC(=O)c2ccc(Br)o2)cc1 | 3 | 0 | 84 | -1 | -2 | 7 | -1.0 | 0.0 | 16
CCC(=O)c1ccc(O)c(CC=C(C)C)c1 | 1 | -1 | 106 | -5 | 3 | 5 | 0.4 | 0.2 | 0
CC(=O)Oc1ccc(/C=C(\NC(=O)c2ccco2)C(=O)NCc2ccco2)cc1 | 6 | -14 | 100 | -9 | 1 | -5 | -0.4 | 0.1 | 8
CCOc1ccccc1C1C(C#N)=C(N)Oc2n[nH]c(CC)c21 (configuration not stated) | 3 | 1 | 91 | -8 | 6 | 6 | -1.3 | -0.2 | 2
COc1ccccc1-c1nc2ccccc2nc1-c1ccccc1OC | 8 | 7 | 70 | -1 | -3 | 10 | 0.3 | 0.0 | 6
CC(=O)c1ccc(N2CCN(c3ccccc3O)CC2)c([N+](=O)[O-])c1 | 12 | -3 | 93 | 0 | 1 | 1 | -1.4 | 0.1 | -1
CCn1cc(C(C)NC(=O)Nc2ccc3c(c2)OCO3)c(C)n1 (configuration not stated) | 3 | 0 | 97 | 9 | 1 | 9 | 0.5 | -0.1 | -1
CN1CCN(C(=O)c2ccc3c(c2)N(Cc2ccc(Cl)cc2)C(=O)c2ccccc2S3=O)CC1 (configuration not stated) | -4 | 10 | 94 | -6 | 3 | -1 | 0.9 | 0.0 | 0
O=C(COC(=O)c1ccco1)NCCc1ccc(Cl)cc1 | 0 | nt | 103 | -3 | nt | 2 | nt | 0.0 | 4
CCOC(=O)C1(CCOC)CCN(Cc2nc(-c3cccs3)oc2C)CC1 | -5 | 12 | 77 | 2 | 7 | 0 | -2.5 | -0.1 | -6
CCOC(=O)c1cc2c(C)n(-c3ccc(C)cc3)c(C)c2ccc1=O | 9 | 5 | 91 | -2 | -4 | 4 | 1.3 | 0.3 | 4
Cc1ccccc1-c1nc(CN2CCC(C(=O)NCCC3=CCCCC3)CC2)c(C)o1 | 3 | 2 | 94 | 17 | 3 | 2 | 2.5 | 0.0 | 4
COc1ccc(NC(=O)CN2C(=O)N(C)Cc3ccccc32)c(C)c1 | -9 | -5 | 91 | 0 | 0 | 4 | -1.8 | 0.2 | 16
CCCC1CCC(=C(C#N)C(N)=O)CC1 (configuration not stated) | -1 | -3 | 94 | 1 | 4 | 2 | 2.1 | 0.3 | -8
Cc1ccc(NCc2cccnc2)c(Br)c1 | -1 | 9 | 89 | -10 | 4 | 2 | -0.5 | 0.0 | 6
OC(CN1CCN(c2ccccn2)CC1)Cn1c2ccccc2c2ccccc21 (configuration not stated) | -8 | -17 | 102 | -4 | -1 | 3 | 0.0 | 0.1 | 4
Cc1oc2c(c(C)cc3oc(=O)c(CC(=O)N[C@@H](C)C(=O)O)c(C)c32)c1C | 5 | -1 | 106 | -2 | -1 | 8 | 1.2 | 0.0 | -2
O=C(Cn1c(CO)nc2ccccc21)NCCc1ccc(F)cc1 | 0 | 2 | 93 | -4 | 0 | -3 | 2.6 | -0.1 | -5
CCCNc1nc2ccccc2n2c(C)nnc12 | 1 | 2 | 78 | -15 | 2 | 7 | -0.8 | -0.4 | 7
C=CCNC(=O)c1sc(-c2ccccc2)nc1C | 3 | -7 | 92 | 0 | -1 | 8 | -2.7 | -0.1 | 3
Cc1cc(NC(=O)C2CCCN2C(=O)Nc2c(C)cccc2C)ccc1-n1cnnn1 (configuration not stated) | -2 | -4 | 93 | -5 | -4 | 3 | -1.1 | 0.0 | 1
Cc1cc(NC(=O)CSCc2ccccc2C)no1 | 4 | -11 | 92 | -3 | 3 | 5 | 0.3 | 0.0 | 5
Cc1c(NC(=O)c2ccccc2NS(=O)(=O)c2ccc(Br)cc2)c(=O)n(-c2ccccc2)n1C | -7 | -16 | 111 | -2 | -4 | 3 | 0.4 | 0.4 | 4
O=C(O)/C=C\C(=O)Nc1ccc(OC(F)F)cc1 | 1 | 1 | 78 | 5 | -2 | 10 | -0.6 | -0.1 | 0
O=S(=O)(Cc1ccccc1)NCC1CCCN(Cc2cccc3nonc23)C1 (configuration not stated) | -12 | -3 | 111 | 4 | 6 | -3 | -1.1 | 0.2 | -3
CC1CCCCN1CCNC(=O)CN1C(=O)CSc2ccc(S(=O)(=O)N3CCCCC3)cc21 (configuration not stated) | 0 | 9 | 105 | 9 | 0 | 6 | 3.6 | 0.0 | 7
CCn1cc(C(=O)Nc2cccc(NC(C)=O)c2)c2cc(OC)c(OC)cc2c1=O | 5 | 4 | 102 | 10 | 0 | 4 | -2.0 | 0.1 | 1
CC(=O)C1=C(O)C(=O)N(CCC(=O)O)C1c1ccc(Cl)cc1Cl (configuration not stated) | 5 | 5 | 103 | 9 | 0 | 3 | -0.3 | 0.0 | 8
OCCC1CN(Cc2cccc(O)c2)CCN1CCc1ccccc1 (configuration not stated) | -3 | -10 | 88 | 2 | -1 | -2 | -1.7 | 0.1 | 1
C/C=C/c1ccc(Oc2nnnn2-c2ccc(C(N)=O)cc2)c(OC)c1 | 2 | -8 | 106 | -2 | -1 | 11 | 0.6 | 0.2 | 1
O=C(CSc1nc(-c2ccccc2)cs1)NC(=O)NCc1ccco1 | 3 | 1 | 100 | 6 | 1 | 8 | 1.4 | 0.2 | 10
Cc1nc2sc(C(c3cccs3)N3CC(C)CC(C)C3)c(O)n2n1 (configuration not stated) | 2 | -4 | 103 | -14 | 3 | -1 | 4.1 | 0.1 | -1
CCCS(=O)(=O)N1CCN(C(=O)c2ccco2)CC1 | -1 | -10 | 98 | -18 | 3 | 4 | -0.4 | 0.1 | 2
CC(=O)NS(=O)(=O)c1ccc(NC(=S)NC(=O)C(C)(C)C)cc1 | 1 | 10 | 92 | 20 | -2 | 4 | 1.6 | 0.1 | 6

Structural class, the compounds so far with fluorine
SMILES | GLD-1 RNA inh | EBNA-1 inhibitor | CR mimetic SO | ZTA DNA inh | Fam108B inh | BCLXL inh | MEX-5 binding | Efflux pump inh | MCL1-BIM inh
O=C(Cn1c(CO)nc2ccccc21)NCCc1ccc(F)cc1 | 0 | 2 | 93 | -4 | 0 | -3 | 2.6 | -0.1 | -5
O=C(O)/C=C\C(=O)Nc1ccc(OC(F)F)cc1 | 1 | 1 | 78 | 5 | -2 | 10 | -0.6 | -0.1 | 0

New compounds follow:
SMILES | GLD-1 RNA inh | EBNA-1 inhibitor | CR mimetic SO | ZTA DNA inh | Fam108B inh | BCLXL inh | MEX-5 binding | Efflux pump inh | MCL1-BIM inh
CSc1ccccc1NC(=O)COC(=O)CCc1ccccc1 | -1 | 3 | 89 | -14 | 1 | 1 | -2.0 | 0.0 | -3
O=C(CCN1C(=O)c2ccncc2C1=O)NCc1ccc(Cl)cc1 | 4 | 7 | 130 | -15 | 2 | 4 | -1.3 | 0.1 | 7
CC1CCC(NC(=O)c2ccc(CS(=O)(=O)Cc3ccccc3F)o2)CC1 (configuration not stated) | 4 | -9 | 105 | 10 | -2 | 4 | -3.4 | 0.2 | 14
CC(Sc1nnc2ccccn12)C(=O)NCc1ccc2c(c1)OCO2 (configuration not stated) | -1 | -14 | 103 | -9 | -4 | 2 | 0.1 | 0.0 | -3
COc1ccc(S(=O)(=O)N/N=C\c2ccc([N+](=O)[O-])o2)c(OC)c1 | -4 | 9 | 106 | -8 | 0 | 5 | 1.4 | -0.2 | 10
Cc1ccc(C(=O)NC(=S)Nc2ccc(N3CCOCC3)cc2)c(C)c1 | 10 | -6 | 91 | -11 | 7 | 6 | -2.3 | 0.0 | 6
CC(CN(C)C)CN1c2ccccc2CCc2ccccc21 (configuration not stated) | 5 | -2 | 82 | -16 | 1 | 13 | 1.7 | -0.1 | 10
Cc1cccc(Oc2cc(NC(=O)Cn3cnc([N+](=O)[O-])n3)cc([N+](=O)[O-])c2)c1 | 6 | 3 | 106 | 7 | -4 | 6 | nt | -0.2 | 5
COc1ccc(CC(=O)N2CCN(c3cccc(C)c3C)CC2)cc1 | 6 | 4 | 99 | -11 | -1 | 3 | 2.9 | 0.0 | 1
COc1ccccc1CNC(=O)COC(=O)C1CCN(S(=O)(=O)c2ccccc2)CC1 | 4 | 6 | 88 | 1 | 1 | 0 | 3.0 | 0.1 | 0
COc1cc(C(=O)NNC(=O)c2cc(=O)[nH]c3ccccc23)cc(OC)c1OC | -3 | 3 | 104 | 6 | -3 | 3 | -1.3 | 0.0 | 2
COc1ccccc1N1CCN(C2CCCN(C(=O)c3ccoc3)C2)CC1 (configuration not stated) | -4 | -20 | 86 | 9 | -1 | -1 | nt | 0.1 | 2
CCc1ccc(-n2nnnc2SCC(=O)Nc2ccc(NC(C)=O)cc2)cc1 | 4 | -8 | 110 | 4 | 0 | -2 | 1.2 | 0.2 | -3
CCN(CC)CCNC(=O)c1ccc(NC(=O)Cc2cccc3ccccc23)cc1 | 2 | 6 | 91 | -2 | -2 | -4 | 2.5 | -0.1 | -12
C#CCOC(=O)Nc1cnccc1C(F)(F)F | 2 | -2 | 88 | -7 | 2 | -6 | -6.5 | 0.2 | -2
C(=N\c1nc2ccccc2[nH]1)/c1cccs1 | 8 | -5 | 97 | -14 | 2 | 2 | nt | -0.1 | -1
CC(=O)Nc1ccc2c(c1)N(S(=O)(=O)c1cccs1)CCC2 | 10 | 2 | 101 | 6 | -1 | 12 | -8.8 | -0.1 | 0
O=C1CCCN1CCCNC(=S)Nc1ccc(F)cc1 | 2 | 4 | 89 | 11 | -1 | 5 | -0.1 | -0.1 | 2
Cc1ccc(Oc2coc3cc(O)ccc3c2=O)cc1 | -2 | -12 | 96 | 5 | 5 | 1 | 0.4 | 0.0 | 4
Cc1c(NS(=O)(=O)c2ccc3c(c2)NC(=O)CC(=O)N3)cccc1[N+](=O)[O-] | 4 | -5 | 99 | -7 | -4 | 4 | -0.7 | -0.2 | -4
CCCn1cnc2sc(CC)cc2c1=O | 4 | -5 | 96 | -2 | 0 | -1 | 3.9 | 0.0 | 2
O=C1NCCN/C1=C\C(=O)c1ccc(Cl)cc1 | 1 | 7 | 87 | 0 | 4 | 5 | 0.9 | -0.1 | 10
CCOC(=O)C1C(=O)CC(C)(O)C(C(=O)OCC)C1c1ccco1 (configuration not stated) | 10 | -6 | 94 | -3 | 2 | 3 | 0.5 | 0.0 | 4
Cc1cc(C)cc(NC(=S)NCCN(C2CCCCC2)C2CCCC2)c1 | 6 | -4 | 89 | 9 | 1 | 5 | 0.9 | 0.0 | 7
CSc1nc(-c2ccc(Cl)cc2)nc(N)c1C#N | 4 | -3 | 102 | 5 | -6 | 0 | 0.5 | 0.0 | -9

Screening data as filed in PubChem.
